High-throughput results as filed in PubChem.
Vc quorum ag: quorum light induction in luxS cqsA deficient V. cholerae; activation, % at 18.7 µM; AID 588436; 350,000 tested, 0.16% active; V. cholerae BH1578 lux reporter, luminescence, 6 h; in the data active = activation mostly above about 9.7%, no sharp cut-off; also: not every result past the cut was called active; inactives centre near 0; reference of the scale not given here
Y pestis TopoI: blocks Yersinia pestis topoisomerase I activity; Y. pestis Topo-I cleavage product accumulation, plate reader; activity, % at 10 µM; 360,000 tested, 0.064% active; AID 504884; in the data active = activity above about 50%, passing the limit was not always enough; also: inactives centre near 2
Anthrax LF inh2: anthrax lethal factor protease inhibition. P15917. multiplex microsphere protease cleavage assay, LF. AID 588501. inhibition, % at 10 µM. 360,000 tested, 0.12% active; also: plate controls were buffer without enzyme for full effect and enzyme alone for no effect
Target sequence (P15917 whole entry, looked up): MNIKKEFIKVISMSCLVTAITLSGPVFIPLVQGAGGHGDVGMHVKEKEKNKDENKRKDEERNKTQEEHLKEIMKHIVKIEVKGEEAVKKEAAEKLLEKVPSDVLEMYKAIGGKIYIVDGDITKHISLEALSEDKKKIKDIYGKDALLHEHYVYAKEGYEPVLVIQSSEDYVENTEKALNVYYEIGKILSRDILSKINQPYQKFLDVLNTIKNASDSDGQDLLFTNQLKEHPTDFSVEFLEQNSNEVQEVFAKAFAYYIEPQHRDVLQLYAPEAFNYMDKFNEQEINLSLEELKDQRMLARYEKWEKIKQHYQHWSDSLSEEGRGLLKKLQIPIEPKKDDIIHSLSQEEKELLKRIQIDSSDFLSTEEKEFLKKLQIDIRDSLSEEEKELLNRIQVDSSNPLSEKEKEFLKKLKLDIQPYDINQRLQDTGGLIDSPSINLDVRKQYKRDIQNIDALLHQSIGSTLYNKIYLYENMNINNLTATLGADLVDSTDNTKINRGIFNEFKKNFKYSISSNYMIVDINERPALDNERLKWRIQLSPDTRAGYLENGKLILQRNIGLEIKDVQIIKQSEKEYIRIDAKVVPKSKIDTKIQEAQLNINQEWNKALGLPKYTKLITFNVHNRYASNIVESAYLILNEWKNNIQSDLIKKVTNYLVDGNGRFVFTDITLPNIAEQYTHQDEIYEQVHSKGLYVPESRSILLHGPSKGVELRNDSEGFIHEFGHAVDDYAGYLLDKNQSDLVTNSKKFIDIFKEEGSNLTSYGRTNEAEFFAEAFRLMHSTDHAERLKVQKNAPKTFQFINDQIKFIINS
BoNT-A LC inh2: BoNT A light chain protease inhibition; multiplex microsphere protease substrate cleavage, flow cytometry; AID 588499; 360,000 tested, 0.17% active; inhibition, % at 10 µM; also: plate controls were buffer without enzyme for full effect and enzyme alone for no effect
SARS 3CLpro inh: SARS-CoV 3CLpro protease inhibition; P0C6X7; recombinant SARS-CoV 3CLpro, quenched FRET peptide cleavage; inhibition, % at 6 µM; 290,000 tested, 0.14% active; AID 1706; in the data active = inhibition above about 12%
PriA SSB inh: blocks PriA binding to SSB C-terminal tail | AID 1272365 | AlphaScreen SSBct-PriA binding, biotinylated peptide | 430,000 tested, 0.6% active | inhibition, % at 33 µM; in the data active = inhibition mostly above about 37%, no sharp cut-off; inactive = mostly below about 20%;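 also: plate controls were negative control peptide for no effect and reference peptide for full effect; strong numbers were not always called active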
TcdB GH inh: TcdB glycohydrolase inhibition; P18177; TcdB glycohydrolase enzymatic assay, plate reader; inhibition, % at 9.99 µM; 350,000 tested, 0.24% active; in the data active = inhibition above about 10%
DUSP3 inh: inhibitors of human VHR1 phosphatase (DUSP3); P51452; recombinant VHR phosphatase, pNPP absorbance; inhibition, % at 13.3 µM; 290,000 tested, 0.52% active; in the data active = inhibition above about 50%; also: some compounds called inactive have numbers as strong as hits
Target sequence (P51452 whole entry, looked up): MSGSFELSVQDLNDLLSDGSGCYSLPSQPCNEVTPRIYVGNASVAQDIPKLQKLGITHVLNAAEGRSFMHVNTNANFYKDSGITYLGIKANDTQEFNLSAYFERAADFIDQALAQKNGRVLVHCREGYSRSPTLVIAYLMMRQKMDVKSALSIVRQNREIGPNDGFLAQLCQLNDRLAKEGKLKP
CCHF vOTU inh: CCHFV vOTU protease inhibition; Pep-AMC fluorescence; AID 651958; 370,000 tested, 0.55% active; inhibition, % at 11.5 µM; in the data active = inhibition above about 30%; also: 0% = vehicle wells with enzyme and 100% = no enzyme wells
PfHsp40 rescue: rescue of PfHsp40-mediated yeast toxicity; S. cerevisiae expressing PfHsp40, growth rescue, ATP luminescence; 340,000 tested, 0.68% active; growth rescue, % at 12.5 µM; in the data active = growth rescue above about 28%, passing the limit was not always enough;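 also: yeast W303a lacking pdr1 and pdr3 grown in galactose medium; growth measured after three days at 30 °C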
The depositor's hits bear a star; i = inactive; nt = no result given. Rule as the data show it, unless noted: active = inhibition above about 30%; inconclusive = no clear call, values can overlap the other calls; inactive = below that.

Sample of the layout, 5 compounds:
| SMILES | Vc quorum ag | Y pestis TopoI | Anthrax LF inh2 | BoNT-A LC inh2 | SARS 3CLpro inh | PriA SSB inh | TcdB GH inh | DUSP3 inh | CCHF vOTU inh | PfHsp40 rescue |
| --- | --- | --- | --- | --- | --- | --- | --- | --- | --- | --- |
| CC1(C(=O)NCc2ccc(Cl)c(Cl)c2)Oc2ccccc2NC1=O (stereo unspecified) | -1.0 | 13 | -2 | -0.2 | -1 | -10 | 2.4 | 13 | -15 | -1.8 |
| CCOc1ccc(N2CC(C(=O)Nc3nnc(Cc4ccc(OC)cc4)s3)CC2=O)cc1 (stereo unspecified) | -0.3 | 19 | -12 | -1.9 | -1 | -12 | 0.3 | 46 | -2 | -0.3 |
| Clc1ccccc1CSc1cc2c(nn1)-c1ccccc1CC2 | -2.2 | 1 | -1 | -0.6 | -2 | -25 | nt | 19 | 10 | 0.2 |
| CCOC(=O)c1nn(-c2ccc(F)cc2)c2c1CC/C2=C/c1ccccc1 | i | -6 | 0 | -0.3 | 1 | -8 | 0.5 | 3 | -1 | -0.2 |
| CCc1nc2cc(NC(=O)C3(C)CCCN(C(C)=O)C3)ccc2o1 (stereo unspecified) | 1.2 | -2 | 4 | -0.2 | nt | nt | 1.4 | nt | -3 | nt |

Results (from the top)
| SMILES | Vc quorum ag | Y pestis TopoI | Anthrax LF inh2 | BoNT-A LC inh2 | SARS 3CLpro inh | PriA SSB inh | TcdB GH inh | DUSP3 inh | CCHF vOTU inh | PfHsp40 rescue |
| --- | --- | --- | --- | --- | --- | --- | --- | --- | --- | --- |
| CC1(C(=O)NCc2ccc(Cl)c(Cl)c2)Oc2ccccc2NC1=O (stereo unspecified) | -1.0 | 13 | -2 | -0.2 | -1 | -10 | 2.4 | 13 | -15 | -1.8 |
| CCOc1ccc(N2CC(C(=O)Nc3nnc(Cc4ccc(OC)cc4)s3)CC2=O)cc1 (stereo unspecified) | -0.3 | 19 | -12 | -1.9 | -1 | -12 | 0.3 | 46 | -2 | -0.3 |
| Clc1ccccc1CSc1cc2c(nn1)-c1ccccc1CC2 | -2.2 | 1 | -1 | -0.6 | -2 | -25 | nt | 19 | 10 | 0.2 |
| CCOC(=O)c1nn(-c2ccc(F)cc2)c2c1CC/C2=C/c1ccccc1 | i | -6 | 0 | -0.3 | 1 | -8 | 0.5 | 3 | -1 | -0.2 |
| CCc1nc2cc(NC(=O)C3(C)CCCN(C(C)=O)C3)ccc2o1 (stereo unspecified) | 1.2 | -2 | 4 | -0.2 | nt | nt | 1.4 | nt | -3 | nt |
| CN(C)C(CNC(=O)c1ccc(S(=O)(=O)N(C)C)cc1)Cc1ccccc1 (stereo unspecified) | 1.0 | -1 | 2 | 0.4 | 0 | -1 | 1.0 | 0 | 2 | 0.3 |
| COc1cc([N+](=O)[O-])ccc1NC(=O)CN1C(=O)NC2(CCCCC2C)C1=O (stereo unspecified) | -2.2 | -4 | -6 | 0.6 | nt | -8 | 1.3 | nt | -1 | -0.8 |
| CCCCCn1c(=O)c(C(=O)Nc2ccccc2S(N)(=O)=O)c(O)c2ccccc21 | -0.4 | 2 | -7 | -1.0 | -5 | 2 | -0.6 | 13 | 11 | 0.9 |
| CCN(C(=O)COC(=O)c1n[nH]c2ccccc12)C1CCS(=O)(=O)C1 (stereo unspecified) | -0.9 | -8 | 2 | 0.3 | -4 | 9 | 2.7 | 8 | 5 | -0.2 |
| Cc1cccc(-n2c(SCC(N)=O)nnc2-c2ccco2)c1 | -0.3 | -3 | 1 | 5.3 | -2 | -10 | 1.9 | -4 | -10 | -1.6 |
| C#CCOCCOCCOCCNc1nc(N2CCN(C(=O)CCCCCCCCCCNC(=O)[C@H](CCCCN)n3cc(CCO)nn3)CC2)nc(N2CCN(C(=O)CCCCCCCCCCNC(=O)[C@H](CCCN=C(N)N)n3cc(C[C@@H](C)CC)nn3)CC2)n1 | -4.5 | -27 | -9 | -1.2 | nt | 17 | nt | nt | nt | -1.7 |
| CCc1nc2ccc(C(=O)Nc3ccc(NC(C)=O)cc3)cn2c1N(C)CCCc1ccccc1 | i | 11 | -11 | 0.1 | nt | nt | 0.1 | nt | 14 | nt |
| CCC(=O)N(Cc1ccco1)c1nc(C(=O)Nc2ccc(Cl)cc2)c(C)s1 | -0.2 | 1 | -2 | 0.1 | -3 | -7 | -3.9 | 38 | 9 | 0.7 |
| CCCS(=O)(=O)NC(=O)C1(C)CCN(C(=O)c2ccco2)C1 (stereo unspecified) | 0.2 | -10 | -8 | -0.3 | nt | nt | 11* | nt | 8 | nt |
| CC(C)N1CCN(Cc2cccc(-c3ccco3)c2)CC1CCO (stereo unspecified) | -0.8 | -6 | -3 | 0.0 | 0 | -14 | 0.3 | 10 | -4 | 0.8 |
| O=C(Nc1ccc(N=Nc2ccccc2)cc1)c1ccc(Cl)cc1Cl | i | 5 | 0 | -0.5 | 4 | 1 | nt | 5 | -5 | 0.2 |
| C=CCN1C(=O)C(Cc2ccc(OCC)cc2)SC1=Nc1ccc(C(=O)O)cc1 (stereo unspecified) | i | -2 | 0 | -1.1 | 4 | -1 | nt | -5 | 1 | 1.0 |
| CCC(=O)Nc1cc(OC)c(NC(=S)Nc2ccccc2CC)cc1OC | -0.8 | -3 | -1 | -0.3 | nt | nt | -1.5 | nt | 16 | nt |
| Cc1ccc(NS(=O)(=O)c2ccc3c(c2)n(C)c(=O)n3C)cc1C | -0.6 | 9 | 0 | -1.7 | -4 | -10 | 0.9 | 26 | 10 | -1.0 |
| Cn1nnnc1SCCNC(=O)C1CCC(=O)N(CCc2cccc(F)c2)C1 (stereo unspecified) | -0.3 | -7 | -3 | -1.4 | -7 | 2 | -3.2 | 13 | -14 | -0.4 |
| COC(=O)COc1cccc(/C=N/NC(=O)CCSc2ccccc2)c1 | 0.4 | 15 | -2 | -0.2 | 1 | nt | 0.5 | 8 | 10 | -0.1 |
| CCOC(=O)[C@]12CCC=C1N(Cc1ccc3c(c1)OCO3)C(=O)[C@H](CC(=O)NCc1ccc(OC)c(OC)c1)C2 | nt | nt | -4 | -0.2 | nt | nt | 0.8 | nt | -3 | nt |
| COC(=O)C1CCCCN1C(=O)c1ccc2oc(C(C)C)nc2c1 (stereo unspecified) | i | 3 | 5 | -0.3 | 6 | 12 | 1.4 | 6 | -4 | 0.0 |
| O=C(O)CSc1nnc(-c2ccncc2)n1-c1ccc(Cl)cc1 | -0.6 | 2 | 5 | 0.3 | 2 | -7 | nt | -8 | 3 | 0.5 |
| O=C(CSc1nnc(Cn2c(=O)sc3ccccc32)n1-c1ccccc1)Nc1nccs1 | -0.4 | 45 | -9 | 0.2 | 4 | -10 | 0.6 | 3 | 0 | 0.0 |
| COc1ccc(OC)c(C2C(C(=O)c3ccc(C)o3)=C(O)C(=O)N2CCN2CCOCC2)c1 (stereo unspecified) | i | 2 | 3 | -1.0 | 1 | -15 | 1.1 | -13 | 7 | 0.3 |
| CC(=O)Nc1nc(COc2ccc3ccccc3c2)cs1 | i | 9 | -8 | -1.6 | 1 | -14 | nt | 14 | 5 | -0.6 |
| Cc1ccc(C)c(S(=O)(=O)N2CCCOC2CNC(=O)C(=O)NCCN2CCOCC2)c1 (stereo unspecified) | 0.9 | 8 | 4 | 1.7 | -4 | 10 | 1.9 | 6 | -1 | 0.5 |
| CCC(=O)N1CCc2cc(S(=O)(=O)CCC(=O)N3CCN(c4ccccc4F)CC3)ccc21 | -0.4 | 13 | -2 | 1.0 | 0 | -3 | -3.7 | 2 | 6 | 0.3 |
| O=C(Cc1nc2ccccc2[nH]1)c1ccc(Br)cc1 | -0.4 | -11 | -4 | 0.6 | -5 | 0 | 1.4 | 5 | -5 | -0.2 |
| Cc1cc(C)n(-c2ncc3c(n2)N(CCO)CCOC3=O)n1 | -0.6 | -1 | 4 | 2.2 | 4 | -2 | 0.3 | 3 | 1 | 0.4 |
| O=C1NC[C@H](CCCCN2C[C@H](Cc3ccccc3)N(Cc3ccccc3)C(=O)C2=O)N(CCC2CCCCC2)C1=O | nt | nt | 1 | 0.8 | nt | nt | 0.6 | nt | 7 | nt |
| CN(c1ccccc1)S(=O)(=O)c1cccc(NC(=O)COc2cccc([N+](=O)[O-])c2)c1 | -1.7 | 4 | 1 | -1.3 | nt | -8 | 1.8 | nt | 14 | -0.9 |
| COc1cc(/C=C2/NC(=O)N(CC(=O)Nc3cccc(C)c3)C2=O)ccc1OCC(N)=O | i | 2 | -7 | 0.5 | -3 | -20 | 1.2 | 29 | 5 | -1.0 |
| C=C1CCN([C@@H](CC(C)C)C(=O)NCc2ccccc2)S(=O)(=O)c2ccccc21 | i | 38 | -5 | 0.2 | nt | -21 | 0.9 | nt | 3 | 0.3 |
| Cn1c(=O)c2nc(NCc3ccccc3)cnc2n(C)c1=O | -1.2 | 9 | 0 | 1.3 | 1 | -1 | 0.9 | 41 | -41 | -1.2 |
| COc1ccccc1C1CC(=O)Nc2c1c(=O)n(C)c(=O)n2C (stereo unspecified) | -0.2 | -4 | -3 | -0.2 | 0 | -13 | 1.5 | 9 | 12 | -0.2 |
| O=[N+]([O-])c1ccc(O)c(/C=N/Nc2ccccc2Cl)c1 | -0.2 | 0 | -3 | -0.6 | 1 | nt | 0.6 | -4 | -11 | 0.9 |
| CCOc1cc(C=C2C(=O)NC(=O)NC2=O)cc([N+](=O)[O-])c1O | nt | nt | nt | nt | 3 | nt | -0.1 | 10 | 9 | nt |
| O=C(CNS(=O)(=O)c1ccc2c(c1)OCCCO2)N1CCN(Cc2ccccc2)CC1 | -0.3 | 8 | 2 | -0.8 | nt | -6 | -0.4 | nt | -8 | 0.7 |
| O=S1(=O)CC(N2CCC(Cc3ccccc3)CC2)CN1C1CCCC1 (stereo unspecified) | nt | nt | 0 | 0.8 | nt | nt | 0.0 | nt | 6 | nt |
| Cc1ccc(S(=O)(=O)Nc2nnc(C3CCCCC3)s2)cc1 | -0.5 | 7 | -1 | -1.9 | 7 | -3 | 0.0 | 10 | 12 | 1.6 |
| COc1ccccc1N1C(=S)NC2CS(=O)(=O)CC21 (stereo unspecified) | -1.0 | 4 | -3 | -1.8 | 0 | -6 | 0.4 | 13 | 6 | -0.7 |
| FC(F)(F)c1ccc(CNCCc2ccc3c(c2)OCO3)cc1 | -1.3 | 2 | 2 | 4.9 | -3 | -10 | 1.9 | 27 | 30* | -0.9 |
| CC1CCCC(N2CCN(C(=O)c3ccc(F)cc3)CC2)C1 (stereo unspecified) | 0.9 | 3 | 7 | 1.0 | -1 | -13 | -0.3 | nt | 1 | 1.2 |
| O=C(O)C1C2CCC(O2)C1C(=O)NCc1ccccc1Br (stereo unspecified) | -0.2 | -2 | 2 | -0.1 | -2 | -21 | 0.6 | 6 | 7 | 16 |
| CC(C)(C)C(=O)NC1(C(F)(F)F)NC(=O)N(CCc2ccccc2)C1=O (stereo unspecified) | -0.5 | 0 | 6 | -3.3 | 0 | 4 | -0.7 | -10 | 10 | nt |
| COc1cccc(CN(C(=O)COc2ccc(C)cc2)C2CCS(=O)(=O)C2)c1 (stereo unspecified) | -0.2 | 5 | 3 | 0.9 | 0 | 2 | 0.2 | 6 | 9 | -1.2 |

Not all compounds are listed; rates above refer to the full screens.
